BAZ2B inh = blocks human BAZ2B. AlphaScreen BAZ2B-H3K14Ac peptide displacement. Potency, µM (highest dose often 114 µM), inactives show at the top dose activity change, negative = inhibition, actives largely listed as inhibitors. actives 4.4% (n = 360,000). AID 504333; note: potency is the fitted concentration of half-maximal effect; % is set by controls: 0 for no effect and ±100 for the full control effect; nearly all actives have a fitted effect of over 60% in size
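AlphaScreen displacement of biotin-H3(5-23)K14Ac peptide (50 nM final) from BAZ2B (50 nM final) in PBS pH 7.4, 0.01% Tween-20; complex preformed 30 min RT, then compounds (top 110 uM) 30 min RT, beads 20 min dark.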
ERG-DNA inh = ERG Ets/DNA interaction inhibition | P11308 | Potency, µM (highest dose often 76.9 µM), inactives show top-dose FP activity, negative = inhibition, hits mostly inhibitors | actives 0.028% (n = 370,000) | fluorescence polarization, His-ERG Ets domain / labelled DNA; active = well fitted inhibition curve with a large enough effect in the polarisation, with a control signal flat; inconclusive = small, poorly fitted or top-dose-only effect, or effect the other way, or a change in a side signal; inactive = no such curve, though single readings can be large or run the other way; the % refers to the polarisation;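 note: polarization taken with two DNA probes labelled with fluorescein and Texas red; potency is the fitted concentration of half-maximal effect; % of control where 0% means no effect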
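His-tagged ERG Ets domain (1 uM in the protein solution; 300mM KCl, 50mM Tris-HCl, 1mM EDTA, 1mM DTT, pH 7.5) received compound, then a probe mix of 5 nM fluorescein-DNA and 100nM Texas-615-DNA. Fluorescence polarization was read for both dyes.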
G9a block = G9a (human) methyltransferase inhibition; Q96KQ7; G9a H3K9 monomethylation, AlphaScreen, 2 h; Potency, µM (doses to about 102 µM), for the others: top-dose activity, negative = inhibition, most hits filed as inhibitors; actives 8.8% (n = 350,000); note: potency is the fitted concentration of half-maximal effect; % is set by controls: 0 for no effect and ±100 for the full control effect; nearly all actives have a fitted effect of over 75% in size
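G9a (20 nM) was preincubated 15 min with compound, then reacted 2 h at room temperature with 500 nM biotin-H3K9 peptide and 20 µM SAM. Monomethyl-H3K9 detected by AlphaScreen using anti-H3K9me1 antibody.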
PGK inhibitor = blocks T. brucei phosphoglycerate kinase; P07378; actives 0.043% (n = 380,000); PGK/GAPDH coupled, Kinase-Glo luminescence, 60 min; Potency, µM (highest dose often 57.5 µM), for inactives: top-dose activity change, negative = inhibition, most hits filed as inhibitors; note: potency is the fitted concentration of half-maximal effect; % is set by controls: 0 for no effect and ±100 for the full control effect; nearly all actives have a fitted effect of over 60% in size
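Luminescent ATP detection (Kinase-Glo Plus) follows a 60-minute room-temperature incubation, with wells lacking PGK as controls. Buffer: 100 mM TEA (pH 7.6), 5 mM MgCl2, 0.01% Tween-20. Coupling enzyme GAPDH (100 nM final) supplies unstable 1,3-BPG in-well.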
Pin1 inh = blocks the human prolyl isomerase Pin1 | Q13526 | Pin1 FP peptide displacement, HiFluor488, 10 min | Potency, µM (series often up to 115 µM), for the others: at the highest dose activity, negative = inhibition, most hits filed as inhibitors | actives 0.009% (n = 390,000) | AID 504891; active = well fitted inhibition curve with a large enough effect in the polarisation, with a control signal flat, not every such curve was filed as active; inconclusive = small, poorly fitted or top-dose-only effect, or effect the other way, or a change in a side signal; inactive = no such curve, though single readings can be large or run the other way; the % refers to the polarisation; note: potency is the fitted concentration of half-maximal effect; % is set by controls: 0 for no effect and ±100 for the full control effect
Target sequence (Q13526 whole entry, looked up): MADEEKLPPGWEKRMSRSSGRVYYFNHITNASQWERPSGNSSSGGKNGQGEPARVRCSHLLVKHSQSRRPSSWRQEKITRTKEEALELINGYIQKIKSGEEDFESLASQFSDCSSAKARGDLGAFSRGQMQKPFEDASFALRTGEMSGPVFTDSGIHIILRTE
GLS inhibitor = glutaminase GLS (human) inhibition; AID 624170; actives 0.21% (n = 410,000); GLS enzymatic activity, qHTS titration; O94925; Potency, µM (doses to about 45.5 µM), without a hit: at the highest dose activity change, negative = inhibition, most hits filed as inhibitors; note: potency is the fitted concentration of half-maximal effect; % is set by controls: 0 for no effect and ±100 for the full control effect
Target sequence (O94925 whole entry, looked up): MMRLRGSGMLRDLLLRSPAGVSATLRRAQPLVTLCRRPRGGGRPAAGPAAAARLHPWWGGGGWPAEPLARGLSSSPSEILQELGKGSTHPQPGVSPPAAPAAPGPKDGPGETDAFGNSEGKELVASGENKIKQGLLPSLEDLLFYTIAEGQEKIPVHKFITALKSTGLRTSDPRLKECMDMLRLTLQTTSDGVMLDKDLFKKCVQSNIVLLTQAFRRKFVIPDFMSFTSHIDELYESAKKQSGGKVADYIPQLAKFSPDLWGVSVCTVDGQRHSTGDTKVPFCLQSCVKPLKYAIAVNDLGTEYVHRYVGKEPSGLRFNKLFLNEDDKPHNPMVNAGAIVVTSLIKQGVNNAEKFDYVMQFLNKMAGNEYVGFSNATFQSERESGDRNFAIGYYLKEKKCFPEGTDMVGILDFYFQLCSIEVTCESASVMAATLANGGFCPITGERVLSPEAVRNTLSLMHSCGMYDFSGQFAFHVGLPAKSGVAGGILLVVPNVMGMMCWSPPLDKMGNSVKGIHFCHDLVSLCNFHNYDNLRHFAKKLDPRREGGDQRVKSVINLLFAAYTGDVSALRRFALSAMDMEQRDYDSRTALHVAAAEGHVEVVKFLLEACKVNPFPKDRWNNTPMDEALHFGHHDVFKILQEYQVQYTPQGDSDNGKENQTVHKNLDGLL
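Read-out is an Amplex red fluorescence increase coupled through glutamate oxidase and HRP, measured before and after 30 min room-temperature incubation. hKGA is in 45 mM KH2PO4 (pH 8.2) with 0.02% Tween-20; glutamine added as 1mM solution.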
JMJD2A Tudor = blocks the human JMJD2A Tudor domain; O75164; AlphaScreen JMJD2A-Tudor / H3K4me3 peptide binding; Potency, µM (series often up to 114 µM), for the others: at the highest dose activity change, negative = inhibition, most hits filed as inhibitors; actives 4.4% (n = 390,000); AID 504339; note: potency is the fitted concentration of half-maximal effect; % is set by controls: 0 for no effect and ±100 for the full control effect; nearly all actives have a fitted effect of over 50% in size
HP1b binding inh = blocks HP1-beta chromodomain binding to methylated histone tails; AlphaScreen HP1-beta / biotin-H3K9me3 peptide binding; Potency, µM (top dose mostly 114 µM), without a hit: top-dose activity change, negative = inhibition, actives largely listed as inhibitors; actives 0.56% (n = 390,000); note: potency is the fitted concentration of half-maximal effect; nearly all actives have a fitted effect of over 70% in size; inactives centre near 23
Target sequence (P83916 whole entry, looked up): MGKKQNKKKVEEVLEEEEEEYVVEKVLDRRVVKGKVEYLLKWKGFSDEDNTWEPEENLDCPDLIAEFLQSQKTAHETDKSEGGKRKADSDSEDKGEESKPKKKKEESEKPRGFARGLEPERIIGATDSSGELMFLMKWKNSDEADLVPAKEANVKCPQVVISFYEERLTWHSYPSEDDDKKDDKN
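AlphaScreen: HP1-beta (50 nM) preformed 30 min with biotin-H3(1-18)K9me3 peptide (50 nM) in PBS pH 7.4, 0.01% Tween-20. Compound added for 30 min at RT, then streptavidin donor/nickel chelate acceptor beads (10 ug/mL) for 30 min.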
PI4K2A inh = inhibitors of human PI4K2A | activity change, negative = inhibition, % at 76.9 µM | purified PI4K2A, ADP-Glo luminescence, 1 h; stronger effect = lower value | Q9BTU6 | AID 1346378 | actives 0.13% (n = 420,000); in the data active = activity change below about -50%; inconclusive = mostly about -30% to -49%;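 note: -100% = wells without enzyme as full effect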
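ADP-Glo luminescence measured ADP generated by PI4K2A enzyme (4 ug/mL before mixing) with 1.2 mM PI substrate (pre-mix) and 300 microM ATP (pre-mix). Tris pH7.5 buffer with MgCl2, Triton X-100; 1 h reaction at ambient temperature.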
* marks the source's active call; other numbers are inactive results; i = inactive; ? = inconclusive; . = no result given; & = joins results of further samples; [ ] = another dose, or the depositor's remark. Unless noted, calls come from the whole dose curve; as a rule, active = well fitted curve in the direction sought with a large enough effect; inconclusive = small, poorly fitted or top-dose-only effect, or another doubt; inactive = no such curve, though single readings can be large; an effect the other way counts as inactive or inconclusive.

SMILES	BAZ2B inh	ERG-DNA inh	G9a block	PGK inhibitor	Pin1 inh	GLS inhibitor	JMJD2A Tudor	HP1b binding inh	PI4K2A inh
Cc1cccc(NC(=O)CNC(=O)CSc2nc(N)cc(N)n2)c1C	13%	-3%	-33%	4%	-1%	7%	-7%	3%	-2
CCCSc1ncccc1C(=O)O	-9%	2%	.	3%	-2%	13%	-11%	11%	5
Cc1ccc(CN2CC(C(=O)Nc3ccccc3N3CCCC3)CC2=O)cc1 (stereo unspecified)	-30%	-8%	?	-3%	0%	5%	-14%	17%	1
CC(C)c1ccc(NC(=O)CN2C(=O)NC(C)(C3CC3)C2=O)cc1 (stereo unspecified)	3%	.	-1%[2.33 µM]	-1%	-8%	6%	-19%	19%	0
O=C(CN(c1ccc(F)cc1)S(=O)(=O)c1ccccc1)N1CCOCC1	.	-9%	.	-1%	-7%	0%	-4%	42%[activator]	-1
CCC(=O)Nc1cc(C)c(OC)c(C)c1	-5%	-1%	11%	-2%	-4%	-2%	-3%	16%	4
Cc1ccc(CSCC(=O)Nc2ccccc2F)cc1	31%	-5%	9%	-1%	0%	-8%	32%	77%[activator]	-5
O=C(Cn1c2c(sc1=O)C1c3ccccc3OCC1CS2)Nc1ccc(Cl)c(Cl)c1 (stereo unspecified)	-9%	16%	?	-4%	23%	8%	-14%	42%[activator]	-7
Cc1cc(N2CCOCC2)nc(C(C)C)n1	-2%	4%	7%	-8%	3%	0%	0%	27%	-6
O=C(CSc1nnc(-c2cccs2)n1-c1ccccc1)Nc1ccccc1	-6%	1%	16%[59 µM]	-3%	-9%	-8%	-3%	25%	4
COc1cc(CC(=O)Nc2cc(S(C)(=O)=O)ccc2Cl)cc(OC)c1OC	14%	-7%	-12%	-6%	-4%	10%	-13%	25%	-2
CCOC(=O)c1cc(S(=O)(=O)N2CCN(c3cc(Cl)ccc3C)CC2)[nH]n1	?	-2%	13µM*	-1%	?	1%	?	16%[57 µM]	-5
COc1cccc(NC(=O)[C@H](CC(C)C)NC(=O)N2CCn3c2nc2ccccc23)c1	-20%	-8%	-3%	i	4%	7%	-29%	42%[activator]	8
COc1ccc(NS(=O)(=O)c2ccc(N3CCOCC3)c(N)c2)cc1	-5%	-1%	14%[12.7 µM]	i	6%	30%[activator]	-7%	31%	2
COc1cc(OC)cc(C(=O)NC2CC(C)(C)NC(C)(C)C2)c1	-5%	-5%	.	3%	0%	24%	-12%	30%	-1
Cc1cc(=O)n(Cc2cccc(Br)c2)c2c1c(C)nn2-c1ccccc1	2%	-3%	16%[59 µM]	9%	2%	0%	49%[activator]	126%[activator]	1
CC1CC(C)CN(C(=O)CSc2nnc3ccccn23)C1 (stereo unspecified)	.	24%	.	0%	-3%	8%	-1%	37%	-7
CCOc1ccc(S(=O)(=O)NCc2ccc3c(c2)CCN3C(=O)c2ccc(C)cc2)cc1	1%	-3%	9%[59 µM]	-1%	25%	-8%	-26%	25%[57 µM]	-6
CCOC(=O)CCSc1nc(C)c2cc(C)c(C)cc2n1	96%[activator]	-3%	-13%[59 µM]	-4%	-5%	-15%	53%[activator]	175%[activator]	-2
CN(CC(=O)Nc1ccc(Cl)c(C(F)(F)F)c1)C(=O)C1CCC1	-2%	6%	6%[0.501 µM]	-4%	1%	-2%	4%	41%[activator]	2
CCCCOC(=O)C(C#N)c1nc2ccccc2nc1N1CCN(Cc2ccc3c(c2)OCO3)CC1 (stereo unspecified)	-9%	-1%	-42%	-7%	.	6%	-32%	-19%	6
O=C(O)c1ccccc1SCc1cn2cc(Br)ccc2n1	-25%	17%	?	-1%	-6%	-3%	-10%	61%	-5
CCOc1cc(/C=N/NS(=O)(=O)c2ccccc2)ccc1OS(=O)(=O)c1ccc(C)cc1	-11%	7%	11µM*	1%	-1%	-3%	-17%	26%	10
Cc1ccc(-c2c3c(nc4sc(C(N)=O)c(N)c24)CCCC3)o1	?	4%	45µM*	-5%	21%	6%	-18%[57.1 µM]	13%	-6
CCCCNS(=O)(=O)c1ccc(NC(=O)C(Sc2ccccc2)c2ccccc2)cc1 (stereo unspecified)	1%	-3%	1%[59 µM]	-8%	5%	2%	-23%	0%	0
COc1ccc(C(=O)COC(=O)c2cccs2)cc1	.	6%	.	?	-3%	10%	-2%	56%[activator]	?
Cc1ccc(Nc2c(-c3cccnc3)nc3ccc(Br)cn23)cc1	-1%&3%	3%&0%	-28%	2%	-2%&2%	19%&-4%	-9%&4%	34%&34%	-3&8
CC1Oc2ccccc2N(CC(=O)c2ccccc2)C1=O (stereo unspecified)	38%[activator]	4%	-21%[59 µM]	i	-10%	1%	-3%	31%[activator]	-7
c1cnc(-c2noc(CN3CCN(C4C5CC6CC(C5)CC4C6)CC3)n2)cn1 (stereo unspecified)	2%	15%	-18%	-1%	1%	5%	-2%	18%	-1
COc1ccc(N2CCN(CC(=O)Nc3c(C)cc(C)cc3C)CC2)cc1	-26%	-5%	40µM*	i	-7%	22%	-27%	5%	2
COc1c(C)cc(Br)cc1C(=O)Nc1ccc(S(N)(=O)=O)cc1	13%	8%	-41%	10%	-3%	-14%	-6%[57.1 µM]	49%[activator]	-4
CCCn1nnc2ccccc2c1=O	0%[57.1 µM]	-3%	-3%[12.7 µM]	-2%	-1%	-18%	-8%	13%	-1
COc1cc(C(=S)N2CCOCC2)ccc1OC(=O)c1ccc(Br)cc1	-33%	-8%	-43%	2%	-3%	0%	-31%	18%	0
Cc1[nH]nc2c1C1(CCOCC1)C(C#N)=C(N)O2	12%	0%	?	i	3%	28%	-8%	7%	-4
Cc1ccc(CCNC(=O)c2nn(C)c3c2CSc2ccccc2-3)cc1	-7%	0%	-57%[59 µM]	13%	42%[activator]	-6%	-7%	19%	-4
CCCC(CNC(=O)COC(=O)C1=NNC(=O)CC1)c1ccc(Cl)cc1Cl (stereo unspecified)	.	-4%	.	6%	0%	-13%	-5%	30%	-4
COC(=O)CC1COc2ccccc2N1C(=O)c1cccc(Cl)c1 (stereo unspecified)	-3%	-6%	7%[59 µM]	6%	-10%	14%	2%	15%	-2
Cc1nc(NC(=O)/C=C/c2ccc(F)cc2)sc1C(=O)N(C)C	0%	-2%	9%[59 µM]	-7%	3%	-3%	-4%	42%[activator]	5
COc1ccccc1CNC(=O)CNC(=O)N1CC(=O)Nc2ccccc21	-13%	3%	21%	-8%	-1%	-20%	3%	33%	5
CCOC(=O)C1=C(CCc2ccccc2)NC(=O)NC1c1ccc(Br)cc1 (stereo unspecified)	-28%	4%	?	-7%	2%	2%	-33%	-8%	1
Cn1c(=O)c2[nH]c(NN=Cc3ccc(Br)cc3)nc2n(C)c1=O	.	-5%	.	-5%	0%	-6%	-22%	9%[57 µM]	-3
O=C(CCn1c(=O)c2cccn2c2cccnc21)Nc1ccccc1Br	-3%	-1%	-3%[59 µM]	-1%	3%	-5%	-16%	10%	7
O=C(Nc1cccc2c1CCCC2)c1ccc(Cl)c([N+](=O)[O-])c1	-6%	4%	5%[59 µM]	4%	-3%	9%	-8%	23%	2
CCOC(=O)CSc1nnc(Cc2ccc(OC)cc2)n1-c1ccccc1	8%	-3%	7.9µM*	2%	0%	-22%	45µM*	34%	3
CC(C)C(C(=O)NC1CCCC1)N(CC1CCCO1)C(=O)CNS(=O)(=O)c1ccc(F)cc1 (stereo unspecified)	-8%	-10%	1%	-6%	-6%	17%	-11%	-11%	4
Cc1ccc(S(=O)(=O)N(C)C)cc1NC(=O)COC(=O)COc1ccc2c(C)cc(=O)oc2c1	.	15%	.	-4%	-6%	-1%	-4%	25%	4
CC1CCCCC1NC(=O)c1cccc(N2C(=O)C3C4C=CC(C4)C3C2=O)c1 (stereo unspecified)	-3%	-8%	16%	-9%	-1%	-1%	-18%	40%[activator]	-3
CCOc1cc(N2CCOCC2)c(OCC)cc1NC(=O)COC(=O)CCn1c(C)csc1=O	-36%	-9%	?	4%	0%	47%[activator]	-17%	3%	5
O=P(OCC1CC1)(c1ccccc1)c1ccccc1	-6%	-8%	23%[59 µM]	-9%	4%	7%	-19%	30%	-1
CCOc1ccccc1NC(=O)C1CCCN(c2ncnc3onc(-c4ccc(F)cc4)c23)C1 (stereo unspecified)	12%[57.1 µM]	-1%	-1%[59 µM]	i	10%	1%	-14%	17%	2
COc1ccccc1N1CCN(C(=O)c2ccncc2)CC1	9%	3%	2%	13%	-7%	14%	0%	25%	0
Cc1ccccc1S(=O)(=O)/N=C(/c1ccccc1)N(C)C	2%	21%	33%[activator]	-2%	-6%	0%	-21%	27%	0
O=C(c1cccs1)N1N=C(c2ccccc2)CC1c1ccccc1 (stereo unspecified)	-2%	.	3%[59 µM]	-3%	12%	-2%	-9%	32%	-3

One compound at a time, as listed above. Order of screens: BAZ2B inh	ERG-DNA inh	G9a block	PGK inhibitor	Pin1 inh	GLS inhibitor	JMJD2A Tudor	HP1b binding inh	PI4K2A inh
Record of CCOc1cc(N2CCOCC2)c(OCC)cc1NC(=O)COC(=O)CCn1c(C)csc1=O = -36%	-9%	?	4%	0%	47%[activator]	-17%	3%	5
Record of COc1ccccc1N1CCN(C(=O)c2ccncc2)CC1 = 9%	3%	2%	13%	-7%	14%	0%	25%	0

Assay outcomes deposited in PubChem BioAssay by National Center for Advancing Translational Sciences (NCATS).
